Source: PubChem
JMJD2A Tudor inh = qHTS Assay for Inhibitors of JMJD2A-Tudor Domain | AlphaScreen JMJD2A-Tudor / H3K4me3 peptide binding | Potency, µM (doses to about 114 µM), for inactives: at the top dose activity change, negative = inhibition, usual class: inhibitors | 390,000 compounds, 4.4% hits | Lysine-specific demethylase 4A (Homo sapiens), O75164; further: on the % scale 0 is the no-effect control and ±100 the full control effect; nearly all actives have a fitted effect of over 50% in size
Pin1 inhibitor = qHTS Assay to Find Inhibitors of Pin1. Peptidyl-prolyl cis-trans isomerase NIMA-interacting 1 (Homo sapiens), Q13526. Pin1 FP peptide displacement, HiFluor488, 10 min. Potency, µM (doses to about 115 µM), without a hit: at the highest dose activity, negative = inhibition, most hits filed as inhibitors. 390,000 compounds, 0.009% hits. AID 504891, 2011; active means well fitted inhibition curve with a large enough effect in the polarisation, with a control signal flat, not every such curve was filed as active; inconclusive means small, poorly fitted or top-dose-only effect, or effect the other way, or a change in a side signal; inactive means no such curve, though single readings can be large or run the other way; the % refers to the polarisation; further: on the % scale 0 is the no-effect control and ±100 the full control effect
Target sequence (Q13526 whole entry, looked up): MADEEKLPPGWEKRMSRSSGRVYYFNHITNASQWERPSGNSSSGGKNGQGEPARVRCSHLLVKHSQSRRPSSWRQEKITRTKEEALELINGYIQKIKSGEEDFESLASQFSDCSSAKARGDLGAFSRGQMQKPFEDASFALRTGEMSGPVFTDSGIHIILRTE
RGS4 inh = Inhibitors of Regulator of G Protein Signaling (RGS) 4: qHTS; Potency, µM (titrated, usually from 114 µM), for the others: at the top dose activity change, negative = inhibition, usual class: inhibitors; AID 504845, 2011; Regulator of G-protein signaling 4 (Homo sapiens), P49798; 390,000 compounds, 0.039% hits; Transcreener GDP fluorescence polarization, RGS4-accelerated GTP hydrolysis; further: on the % scale 0 is the no-effect control and ±100 the full control effect; nearly all actives have a fitted effect of over 75% in size; some results filed as inactive show a strong effect at the top dose
Target sequence (P49798 whole entry, looked up): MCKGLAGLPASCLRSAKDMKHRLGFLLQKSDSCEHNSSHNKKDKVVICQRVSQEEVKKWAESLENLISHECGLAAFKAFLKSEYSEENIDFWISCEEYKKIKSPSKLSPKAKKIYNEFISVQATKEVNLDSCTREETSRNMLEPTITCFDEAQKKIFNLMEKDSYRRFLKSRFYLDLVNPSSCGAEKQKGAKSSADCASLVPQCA
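MLSMR compounds (23 nl, pin-transferred) preincubated 10 min at room temperature with a 500nM (2x) first reagent, then RGS4 at 900nM (2x) plus Transcreener GDP mix added; fluorescence polarization (620/688 nm) read before and after 90 min at 30 °C.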
Tb PGK inh = qHTS Assay to Find Inhibitors of Phosphoglycerate Kinase | AID 602233, 2012 | 380,000 compounds, 0.043% hits | Potency, µM (series often up to 57.5 µM), for inactives: top-dose activity change, negative = inhibition, hits mostly inhibitors | Phosphoglycerate kinase, glycosomal (Trypanosoma brucei brucei), P07378 | PGK/GAPDH coupled, Kinase-Glo luminescence, 60 min; further: on the % scale 0 is the no-effect control and ±100 the full control effect; nearly all actives have a fitted effect of over 60% in size
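Recombinant glycosomal PGK reaction used 1,3-bisphosphoglycerate generated in-well by GAPDH (100nM final) in 100mM TEA pH 7.6, 5mM MgCl2, 0.01% Tween-20. After 60 minutes at room temperature, ATP was read by Kinase-Glo Plus luminescence end-point.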
GLS inh = qHTS for Inhibitors of Glutaminase (GLS) | GLS enzymatic activity, qHTS titration | 410,000 compounds, 0.21% hits | Potency, µM (top dose mostly 45.5 µM), inactives show top-dose activity change, negative = inhibition, actives largely listed as inhibitors | Glutaminase kidney isoform, mitochondrial (Homo sapiens), O94925; further: on the % scale 0 is the no-effect control and ±100 the full control effect
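Human kidney-isoform GLS in 45 mM KH2PO4 pH 8.2, 0.02% Tween-20, with compound, started with 1mM L-Glutamine (added stock). Glutamate oxidase/HRP/Amplex red coupled fluorescence read at start and after 30 min at RT.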
rTrxR1 inhibitor = qHTS Assay for Inhibitors of Mammalian Selenoprotein Thioredoxin Reductase 1 (TrxR1): qHTS | Thioredoxin reductase 1, cytoplasmic (Rattus norvegicus), O89049 | recombinant rTrxR1, NADPH fluorescence consumption, selenite substrate | Potency, µM (top dose mostly 114 µM), for the others: at the highest dose activity change, negative = inhibition, usual class: inhibitors | 390,000 compounds, 1% hits | AID 588453, 2011; further: on the % scale 0 is the no-effect control and ±100 the full control effect; nearly all actives have a fitted effect of over 65% in size
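Rat TrxR1 (90 nM in the dispensed reagent) was pre-reduced with 400 uM NADPH for 5 min at room temperature, then incubated with compound for 15 min. After 400 uM selenite was added, NADPH fluorescence (Ex 340/Em 450 nm) was followed for 8 min.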
HP1b binding inh = HTS for Inhibitors of HP1-beta Chromodomain Interactions with Methylated Histone Tails | AlphaScreen HP1-beta / biotin-H3K9me3 peptide binding | Potency, µM (series often up to 114 µM), for inactives: top-dose activity change, negative = inhibition, usual class: inhibitors | Chromobox protein homolog 1 (Homo sapiens), P83916 | 390,000 compounds, 0.56% hits; further: nearly all actives have a fitted effect of over 70% in size; inactives centre near 23
Target sequence (P83916 whole entry, looked up): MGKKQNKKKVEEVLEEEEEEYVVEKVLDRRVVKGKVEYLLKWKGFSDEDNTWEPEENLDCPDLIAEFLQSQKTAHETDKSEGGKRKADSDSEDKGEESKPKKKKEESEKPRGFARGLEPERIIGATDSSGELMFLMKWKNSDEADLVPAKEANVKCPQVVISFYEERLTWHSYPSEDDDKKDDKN
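Compound inhibition of the preformed complex between 50 nM HP1-beta and 50 nM biotinylated H3K9me3 peptide was read by AlphaScreen. Buffer was PBS pH 7.4 with 0.01% Tween-20. Incubations ran 30 min at room temperature, with 10 ug/mL donor/acceptor beads.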
ALOX12 inh = Primary qHTS assay for inhibitors of human arachidonate 12S-lipoxygenase (ALOX12): Round 2; Polyunsaturated fatty acid lipoxygenase ALOX12 (Homo sapiens), P18054; purified 12hLO, xylenol orange hydroperoxide absorbance; Potency, µM (series often up to 108 µM), inactives show top-dose activity change, negative = inhibition, actives largely listed as inhibitors; 580,000 compounds, 1.1% hits; further: on the % scale 0 is the no-effect control and ±100 the full control effect
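Purified human 12hLO at 150 nM in 25 mM Hepes, 0.01% Triton X-100, pH 7.0, preincubated 15 min at room temperature with compound. Reaction started with 40 uM arachidonic acid, 30 min at room temperature. Hydroperoxide measured by Fe-xylenol orange, 573/405 nm absorbance ratio.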
ERG Ets-DNA blk = qHTS for Small Molecule Inhibitors of the ERG Ets/DNA interaction | 370,000 compounds, 0.028% hits | Transcriptional regulator ERG (Homo sapiens), P11308 | Potency, µM (doses to about 76.9 µM), for the others: at the top dose FP activity, negative = inhibition, actives largely listed as inhibitors | fluorescence polarization, His-ERG Ets domain / labelled DNA | AID 624246, 2012; active means well fitted inhibition curve with a large enough effect in the polarisation, with a control signal flat; inconclusive means small, poorly fitted or top-dose-only effect, or effect the other way, or a change in a side signal; inactive means no such curve, though single readings can be large or run the other way; the % refers to the polarisation;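 further: polarization taken with two DNA probes labelled with fluorescein and Texas red; % of control where 0% means no effect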
Target sequence (P11308 whole entry, looked up, the tested form may be a part): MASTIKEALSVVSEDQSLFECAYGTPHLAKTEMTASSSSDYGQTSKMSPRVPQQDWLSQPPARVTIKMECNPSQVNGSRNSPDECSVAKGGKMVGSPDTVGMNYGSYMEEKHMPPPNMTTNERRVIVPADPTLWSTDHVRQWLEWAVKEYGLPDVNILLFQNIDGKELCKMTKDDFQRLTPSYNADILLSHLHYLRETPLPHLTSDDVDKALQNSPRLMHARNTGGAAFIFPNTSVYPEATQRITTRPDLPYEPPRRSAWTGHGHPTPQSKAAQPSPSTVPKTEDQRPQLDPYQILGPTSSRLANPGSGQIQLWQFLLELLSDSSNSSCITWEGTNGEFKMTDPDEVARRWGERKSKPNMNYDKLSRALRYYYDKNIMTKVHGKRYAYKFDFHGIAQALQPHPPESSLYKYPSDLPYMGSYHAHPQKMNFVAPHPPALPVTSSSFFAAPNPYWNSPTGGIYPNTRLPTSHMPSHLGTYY
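His-tagged ERG Ets domain (1 uM in the protein solution; 300mM KCl, 50mM Tris-HCl, 1mM EDTA, 1mM DTT, pH 7.5) received compound, then a probe mix of 5 nM fluorescein-DNA and 100nM Texas-615-DNA. Fluorescence polarization was read for both dyes.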
* marks the source's active call; other numbers are inactive results; i = inactive; ? = inconclusive; . = no result given; & = joins results of further samples; [ ] = dose if it differs, or a comment. Unless noted, the call rests on the fitted dose curve; in most records, active means well fitted curve in the direction sought with a large enough effect; inconclusive means small, poorly fitted or top-dose-only effect, or another doubt; inactive means no such curve, though single readings can be large; an effect the other way counts as inactive or inconclusive. Potency means the concentration at half of the fitted maximal effect. An excerpt; rates above refer to the full screens.

SMILES	JMJD2A Tudor inh	Pin1 inhibitor	RGS4 inh	Tb PGK inh	GLS inh	rTrxR1 inhibitor	HP1b binding inh	ALOX12 inh	ERG Ets-DNA blk
COc1ccc(Cl)cc1NC(=O)NCc1ccc2c(c1)OCO2	0.7%	-0.3%	-6.9%	0.1%	-9.9%	17.6%	42.5%[activator]	-4.3%	14.8%
Cc1oc2cc(O)ccc2c(=O)c1-c1nncn1-c1ccccc1	-18.9%	?	22.1%	-0.2%	1.5%	-32.4%	22.8%	-3.5%	35.5µM*
COc1ccccc1NS(=O)(=O)c1cc(NC(=O)C(C)NC(N)=O)ccc1N1CCCC1 (stereo unspecified)	-12.9%	5.1%	?	-1.8%	18.2%	3.9%	-9.9%	?	0.3%
C/C(=N\NC(=O)c1sccc1C)c1ccncc1	-11.0%	3.2%	14.0%	11.9%	15.2%	-3.3%	37.2%	61.8%[activator]	-4.7%
COc1ccccc1CNC(=O)[C@H](C)NC(=O)C1CCN(C(=O)[C@@H](N)Cc2ccccc2)CC1	-4.1%	-4.1%	-4.3%	-5.5%	1.9%	8.6%	40.3%	2.4%	-1.9%
COc1ccc(/C=N/Nc2ccc(C(F)(F)F)cc2[N+](=O)[O-])cc1	-17.2%	1.6%	-14.5%	4.9%	16.6%	-4.7%	5.0%	-9.6%	.
CCCCC(=O)Nc1ccc(C(=O)NNC(=S)NC(=O)c2cccs2)cc1	-17.4%	-10.7%	-35.0%	-4.9%	?	-14.8%[57.1 µM]	6.2%	-24.0%	-0.6%
O=C(NC1CCCC1)C(c1ccncc1)N(C(=O)c1csnn1)c1cccc(Cl)c1 (stereo unspecified)	4.9%	-2.6%	3.8%	-2.3%	-2.4%	-4.3%[57.1 µM]	11.1%	-21.8%	-7.0%
CCN(CC)C(=O)[C@H]1C[C@H](CC(=O)NCc2ccc(OC)c(OC)c2)C(=O)N2CCc3c([nH]c4cc(-c5ccco5)ccc34)[C@]12C	?	32.4%[activator]	?	i	-9.4%	?	-18.9%	?	23.9%
COc1ccc(C(=O)n2nc(-c3ccccc3)nc2SC)cc1	2.7%	0.8%	-3.6%	-4.9%	-14.6%	17.8%[11.4 µM]	43.5%	9.2%	-0.5%
COc1ccc(NC(=O)CSc2c(C)n[nH]c2C)cc1	-8.3%	-12.8%	-0.5%	-1.0%	1.3%	40.6%[activator]	36.8%	-14.8%	-3.9%
NNc1nc2c(F)cc(F)cc2s1	79.4µM*	-13.0%	?	-11.8%	27.4%	7.0%	-59.3%	39.8µM*	-10.1%
O=C(CNC(=O)Cc1ccccc1)NCC(=O)OCC(=O)c1ccccc1Cl	-8.3%	2.1%	-7.2%	13.6%	-3.9%	17.2%	37.0%	14.4%	-2.9%
Cc1c(NC(=O)COC(=O)Cc2ccc(Cl)cc2)c(=O)n(-c2ccccc2)n1C	-3.2%	-15.6%	35.8%	-0.8%	-1.2%	28.2%	17.3%	28.9%	9.6%
CCN(CC)S(=O)(=O)c1cc(C(=O)Oc2cccc(-c3cnc4ccccc4n3)c2)ccc1Br	-10.0%	4.9%	-13.3%	2.0%	-11.2%	-3.5%	26.0%	i	4.9%
O=C(c1ccc(F)cc1F)C1CCN(c2ccc([N+](=O)[O-])cn2)CC1	-14.5%	8.8%	10.9%	3.1%	11.7%	8.9%	11.0%	-21.4%	-2.1%
O=C1c2ccccc2C(Nc2ccc(F)c(Cl)c2)N1Cc1ccco1 (stereo unspecified)	-29.6%	1.9%	?	-1.8%	-2.6%	?	15.3%	?	-12.3%
COc1ccc2nc(CCN(C)C(=O)C3CCC(=O)N(Cc4cccc(F)c4)C3)[nH]c2c1 (stereo unspecified)	-31.1%	3.5%	-23.2%[56.9 µM]	-9.4%	0.6%	4.8%	19.0%	9.5%	9.2%
CCOc1ccc(C(=O)/C=C/c2cn(CC(O)CN3CCc4ccccc43)c3ccccc23)cc1 (stereo unspecified)	?	41.3%[activator]	-24.5%	-0.3%	?	8.7%	-4.6%	-28.0%	0.2%
Cc1cccc(NC(=S)N2CCN(c3ccccc3)CC2)c1	-11.9%	5.2%	21.7%	0.0%	0.5%	-0.8%[57.1 µM]	26.1%	-6.2%	0.0%
Cc1cc(Cn2nc(C(=O)NCc3cccc(Br)c3)cc2-c2ccccc2)on1	-2.8%	?	19.0%	-1.7%	8.1%	27.8%	29.4%	-15.9%	9.9%
Cc1c(F)cccc1NC(=O)CSCC(=O)Nc1ccccc1	-5.7%	-0.3%	-26.2%	-5.6%	0.8%	12.2%[57.1 µM]	26.5%	0.0%	2.9%
COc1ccc(C2C(C(C)=O)=C(O)C(=O)N2c2nccs2)cc1OC (stereo unspecified)	?	-1.0%	13.2%	-4.1%	9.3%	?	13.1%	-33.7%	.
CC1CCCC(NC(=O)c2ccc(CNc3c(N4CCCC4)c(=O)c3=O)cc2)C1C (stereo unspecified)	-9.9%	-2.2%	3.5%	3.8%	-4.4%	0.5%	28.6%	3.5%	-5.4%
COc1cccc(NC(=O)c2oc3ccccc3c2NC(=O)c2ccc(F)c(F)c2)c1	0.0%	-0.3%	12.0%	0.6%	-12.5%	18.1%	52.2%[activator]	-12.7%	0.7%
COc1cc(NC(=S)NCc2cccnc2)c(OC)cc1Cl	-13.3%	2.3%	-5.6%	14.4%	-7.9%	-28.5%	30.3%	-2.6%	-6.7%
Cc1nc2nc(N)nc(OCc3ccccc3)c2nc1C	-13.4%	-0.9%	-13.6%	i	0.7%	43.3%[activator][57.1 µM]	12.6%	135.1%[activator]	-2.0%
COC(=O)C1=CN(Cc2cccs2)C=C(C(=O)OC)C1c1cccc(O)c1	-5.3%[11.4 µM]	-2.2%	-42.7%	-5.2%	9.0%	17.6%[57.1 µM]	50.3%[activator]	-25.1%&-2.2%	-6.6%
O=C(COC(=O)CNC(=O)c1ccco1)NCCN1C(=O)CSC1=O	-2.2%	-7.4%	22.3%	-6.9%	-3.3%	3.7%	0.0%	-12.3%	-1.7%
Cc1cccc(NC(=O)CSc2cn(CC(=O)N3CCCC3)c3ccccc23)c1C	-20.5%	4.7%	0.6%	-1.9%	-5.0%	20.9%	7.6%	-14.0%	0.4%
COc1ccc(-n2nc3c(c2NC(=O)COc2ccccc2)CS(=O)(=O)C3)cc1	-3.3%	-11.9%	8.0%	-4.7%	5.0%	14.9%	18.4%	27.7%	-6.0%
CCCCOC(=O)Nc1cc(C(=O)OC)ccc1C(=O)OC	76.8%[activator]	0.5%	7.9%	2.6%	-4.5%	21.0%	146.8%[activator]	.	.
O=C(O)CC(c1ccc(Cl)cc1)n1cccc1 (stereo unspecified)	-21.2%[11.4 µM]	?	-15.9%[11.4 µM]	1.0%	-21.5%	0.5%[57.1 µM]	-9.4%	i	-1.8%
COc1cccc(NC(=O)COC(=O)c2ccccc2SCC(=O)N2CCCC2)c1	-13.1%	2.0%	6.4%	2.2%	9.4%	-2.7%	25.3%	-4.0%	-18.0%
O=C(Nc1nnc(CCN2CCOCC2)s1)c1ccccc1	2.1%	-1.2%	-41.2%	-4.7%	.	-2.8%	-3.3%	-1.0%	4.5%
COc1ccc(N2CCN(C(=O)Nc3ccccc3C)CC2)cc1	-13.7%	-7.9%	-6.8%	-9.4%	27.6%	-0.1%	18.8%	-16.7%	-0.4%
Cn1cc(/C=N/NC(N)=S)c2ccccc21	-24.8%	1.2%	-51.5%	4.0%	25.6%	-24.9%	23.1%	388.6%[activator]	-3.0%
O=C(NN1CCOCC1)c1ccc(Cl)cc1	-4.1%	0.0%	-31.3%	-1.7%	-4.4%	-7.2%	34.0%	7.9%	.
Cc1ccccc1N(C)C(=O)c1coc(=O)c2ccccc12	-7.3%	-0.6%	-11.9%	-2.5%	4.8%	6.4%[57.1 µM]	28.2%	-20.7%	5.5%
CCOc1ccccc1NS(=O)(=O)c1ccc2[nH]c(=O)ccc2c1	-15.7%	?	21.2%	-4.6%	11.7%	-9.0%	25.2%	-6.5%	17.2%
